High-throughput results: PubChem, National Center for Advancing Translational Sciences (NCATS)
Tb PFK block = qHTS Assay to Find Inhibitors of T. brucei phosphofructokinase; ATP-dependent 6-phosphofructokinase (Trypanosoma brucei brucei), O15648; T. brucei PFK, ADP-Glo luminescence; Potency, µM (highest dose often 57.5 µM), for inactives: at the highest dose activity, negative = inhibition, usual class: inhibitors; 330,000 compounds, 0.17% hits; AID 485367, 2010;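 note: potency is the fitted concentration of half-maximal effect; 0% = uninhibited 1x PFK enzyme wells and -100% = no-enzyme wells; nearly all actives have a fitted effect of over 60% in size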
Target sequence (O15648 whole entry, looked up): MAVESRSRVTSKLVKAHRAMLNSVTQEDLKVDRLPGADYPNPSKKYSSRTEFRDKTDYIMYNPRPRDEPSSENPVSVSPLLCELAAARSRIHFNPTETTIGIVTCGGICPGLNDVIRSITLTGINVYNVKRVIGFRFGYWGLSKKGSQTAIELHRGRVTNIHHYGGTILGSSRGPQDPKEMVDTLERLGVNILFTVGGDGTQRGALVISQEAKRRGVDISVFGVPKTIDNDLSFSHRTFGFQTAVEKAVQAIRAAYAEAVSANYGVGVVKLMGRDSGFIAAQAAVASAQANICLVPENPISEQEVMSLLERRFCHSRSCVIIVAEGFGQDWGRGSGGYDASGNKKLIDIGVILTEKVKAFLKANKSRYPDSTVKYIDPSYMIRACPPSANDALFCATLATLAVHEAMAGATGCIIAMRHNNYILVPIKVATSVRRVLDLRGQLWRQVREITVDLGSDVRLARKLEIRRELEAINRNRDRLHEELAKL
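In TEA buffer at pH 8.0 with 5 mM MgCl2, enzyme (1.25 nM) converted F6P (0.5 mM) and ATP (0.1 mM) for 45 min at room temperature. ADP product was read by luciferase luminescence.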
A-T KAP1 phos = qHTS Assay for Identifying a Potential Treatment of Ataxia-Telangiectasia; […] A-T fibroblasts, KAP-1 phosphorylation AlphaLISA; neocarzinostatin DNA damage 30 min before lysis; Potency, µM (series often up to 57.5 µM), for inactives: top-dose activation, usual class: activators; 320,000 compounds, 0.19% hits; note: potency is the fitted concentration of half-maximal effect; % of control where 0% means no effect; nearly all actives have a fitted effect of over 45% in size
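ATM-like activity read as KAP-1 phosphorylation via AlphaLISA donor/acceptor antibody pairs after lysis and 6 hr at 25C. Cells were ATM-null patient fibroblasts ([…], hTERT), dosed 60 min, then exposed to the DSB inducer NCS for 30 min.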
MLL CXXC-DNA inh = qHTS Fluorescence Polarization Assay for Inhibitors of MLL CXXC domain - DNA interaction; MLL-CXXC / FITC-HOXA9 DNA fluorescence polarization; Potency, µM (titrated, usually from 115 µM), inactives show at the top dose activity change, negative = inhibition, usual class: inhibitors; 290,000 compounds, 0.037% hits; AID 2662, 2010; active = well fitted inhibition curve with a large enough effect in the polarisation, with a control signal flat, not every such curve was filed as active; inconclusive = small, poorly fitted or top-dose-only effect, or effect the other way, or a change in a side signal; inactive = no such curve, though single readings can be large or run the other way; the % refers to the polarisation; note: potency is the fitted concentration of half-maximal effect
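Fluorescence polarization: 7 uM MLL-CXXC (stock) preincubated 5 min with compounds, then 50 nM fluorescein-HOX-A9 DNA (stock) added; 30 min ambient. Buffer 50 mM Tris-HCl pH 7.5, 50 mM NaCl, 1 mM DTT, 0.05% BSA.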
TSHR antagonist = Antagonists of the Thyroid Stimulating Hormone Receptor: HTS campaign. Thyrotropin receptor (Homo sapiens), P16473. TSHR-expressing cells, TSH-stimulated cAMP HTRF, 2 h; hits give low values. activity change, negative = inhibition, % at 11.5 µM. 330,000 compounds, 0.2% hits. AID 504810, 2011;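 active = activity change below a set negative limit, meaning inhibition stronger than a set level, cut at about -70% in these data; inconclusive = activity change between two set negative limits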; note: % is set by controls: 0 for no effect and ±100 for the full control effect
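Read-out is FRET at 665 nm (cryptate excitation 337 nm) from a cryptate-tagged anti-cAMP antibody, competed by cell cAMP against cAMP-d2. Compounds are tested on freshly harvested TSHR cells challenged with 4nM TSH (EC80) for 2 hours at 37 deg C.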
Coupling enz = qHTS Assay for Inhibitors of Fructose-1,6-bisphosphate Aldolase from Giardia Lamblia: Coupling assay counterscreen. coupling enzyme system counterscreen, AmpLite Red fluorescence. activity change, negative = inhibition, % at 58.2 µM, hits read low. 290,000 compounds, 0.67% hits; in the data active = activity change below about -30%; note: % is set by controls: 0 for no effect and ±100 for the full control effect
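Fluorescence at 525 nm excitation and 598 nm emission measured inhibition of the coupled detection system without aldolase. Compounds (at 57.5 uM final) were preincubated 10 min at room temperature with coupling enzyme reagent before a 20 min substrate/AmpLite Red step.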
GALK inhibitor = qHTS Assay for Inhibitors of Human Galactokinase (GALK) | P51570 | Purified GALK, Kinase-Glo residual ATP luminescence | Potency, µM (highest dose often 57.5 µM), for inactives: top-dose activity change, negative = inhibition, usual class: inhibitors | 270,000 compounds, 0.007% hits | AID 1868, 2009; note: potency is the fitted concentration of half-maximal effect; % is set by controls: 0 for no effect and ±100 for the full control effect
Target sequence (P51570 whole entry, looked up): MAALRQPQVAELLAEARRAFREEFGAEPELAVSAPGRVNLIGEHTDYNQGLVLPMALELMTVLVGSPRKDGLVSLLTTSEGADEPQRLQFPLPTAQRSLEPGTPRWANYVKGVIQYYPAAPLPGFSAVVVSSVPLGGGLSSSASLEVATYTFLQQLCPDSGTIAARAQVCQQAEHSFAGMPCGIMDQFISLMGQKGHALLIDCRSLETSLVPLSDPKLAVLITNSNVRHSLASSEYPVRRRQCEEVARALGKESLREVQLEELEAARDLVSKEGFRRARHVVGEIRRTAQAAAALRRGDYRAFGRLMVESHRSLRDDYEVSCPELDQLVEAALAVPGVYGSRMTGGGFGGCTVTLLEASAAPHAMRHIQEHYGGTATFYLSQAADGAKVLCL
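5 nM enzyme, 35 uM ATP, 100 uM galactose, 20 mM HEPES pH8.0, 5 mM MgCl2; 1 h RT; residual ATP by Kinase-Glo Plus luminescence, qHTS format.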
Chronic BCR inh = qHTS Assay to Find Inhibitors of Chronic Active B-Cell Receptor Signaling | ABC-DLBCL IkBa-CBG/CBR reporter, luminescence ratio, 4 h | Potency, µM (doses to about 46.1 µM), inactives show at the top dose ratio change, negative = lower green/red ratio, hits mostly inhibitors | 340,000 compounds, 0.05% hits | AID 493014, 2011; active = well fitted inhibition curve with a large enough effect in the signal ratio, with a control signal flat, not every such curve was filed as active; inconclusive = small, poorly fitted or top-dose-only effect, or effect the other way, or a change in a side signal; the % refers to the signal ratio;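 note: potency is the fitted concentration of half-maximal effect; plate controls were basal doxycycline-induced cells for no effect and cells given 10 µM MG132 for full effect; MG132 reads +100%, hits lower the ratio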
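Cell line TMD8 (human ABC DLBCL), stably expressing tet-inducible CBG68-IkBa fusion and CBR; IMDM/0.5% FBS; cpd up to 46 uM; dox induction, 4 h, 37C/5% CO2; dual luminescence; green/red ratio; MG132 control.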
TCR activator = Activators of T cell receptors: qHTS campaign. primary human leukocytes, anti-CD3, IL-2 HTRF, 48 h. Potency, µM (doses to about 9.22 µM), for inactives: top-dose activation of IL-2 secretion, most hits filed as activators. 330,000 tested, under 10 active. AID 504894, 2011; note: % of control where 0% means no effect
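Primary human leukocytes were stimulated with a-CD3 beads plus compounds for 48 hr without co-stimulation; secreted IL-2 was quantified by HTRF using a-IL-2-K (europium cryptate) and a-IL-2-d2, excited at 320nm with acceptor emission read at 665nm.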
Giardia kill = Small Molecules that selectively kill Giardia lamblia: qHTS | AID 540267, 2011 | Giardia lamblia trophozoite viability | 340,000 compounds, 0.15% hits | activity change, % at 7.66 µM, hits read low; in the data active = activity change below about -80%; inconclusive = between about -30% and that limit;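 note: parasites exposed to compound for two days anaerobically before the ATP read; % is set by controls: 0 for no effect and ±100 for the full control effect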
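Killing of trophozoites was scored by loss of ATP luminescence after a 48 hrs anaerobic exposure to compounds at 37 deg C, using 100 cells per well.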
hERG WT inh = qHTS for Inhibitors of KCHN2 3.1: Wildtype qHTS. 340,000 compounds, 0.37% hits. U2OS, BacMam KCNH2, thallium flux FluxOr; hits give low values. Voltage-gated inwardly rectifying potassium channel KCNH2 (Homo sapiens), Q12809. activity change, % at 1.84 µM;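 active = maximum activity change below -70%; inconclusive = maximum activity change between -70% and -50%; inactive = maximum activity change above -50%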; note: % is set by controls: 0 for no effect and ±100 for the full control effect
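U2OS cells were transduced with wild-type KCNH2 virus (2.03 x 10^8 / mL) for 4 h at room temperature, then cultured overnight at 37 C. Thallium flux was read with FluxOr dye. Rate constants were normalized to DMSO controls.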
The depositor's hits bear a star; ? = inconclusive; · = not tested or not shown; [ ] = dose if it differs, or a comment. Unless noted, calls come from the whole dose curve; as a rule, active = well fitted curve in the direction sought with a large enough effect; inconclusive = small, poorly fitted or top-dose-only effect, or another doubt; inactive = no such curve, though single readings can be large; an effect the other way counts as inactive or inconclusive.

SMILES	Tb PFK block	A-T KAP1 phos	MLL CXXC-DNA inh	TSHR antagonist	Coupling enz	GALK inhibitor	Chronic BCR inh	TCR activator	Giardia kill	hERG WT inh
O=C(c1ccccn1)N1N=C2/C(=C/c3ccc(F)cc3)CCCC2C1c1ccc(F)cc1 (stereo not given)	1%	0%	12%	8	1	-2%	-1%	5%[46.1 µM]	3	1
C(=N\c1nc2ccccc2n1CCN1CCCCC1)/c1ccc2c(c1)OCO2	-3%	14%	4%	5	2	3%	-5%	5%	-6	33
COc1ccccc1N1CCN(c2cc(=O)n(-c3ccccc3Cl)c(=O)[nH]2)CC1	0%	1%	-9%	-10	0	1%	0%	-1%	8	-12
Cc1c([N+](=O)[O-])c(N)nn1C	2%	-5%	-5%	-2	1	-2%	?	-13%	-5	0
CC(=O)Oc1ccc2oc(C)c(C(=O)N3CCOCC3)c2c1	-5%	9%	-2%	2	-2	-2%	?	0%	10	-11
Cc1ccc(C(=O)c2cn[nH]c2-c2cc(Cl)ccc2O)cc1	-5%[0.46 µM]	3%	-4%	3	-20	-1%	-13%	2%	-1	-4
CCCCC[C@@H]1C=C(C(=O)O)[C@H](c2ccc(C)cc2)N1S(=O)(=O)c1ccc(C)cc1	0%	9%	·	5	·	·	-3%	-1%	3	-4
Cc1ccc(C(=O)CNc2ccccc2)cc1	0%	-6%	14%	-6	-1	1%	-12%	0%	7	-8
O=C(CN(c1ccc2c(c1)OCCO2)S(=O)(=O)c1ccccc1)NCc1ccco1	-1%	0%	0%	-2	-1	0%	0%	-2%	-6	3
CC1(C)CC(=O)N(CC(=O)NC2CCCC2)c2ccccc2S1(=O)=O	1%	1%	-18%	-5	1	1%	-3%	-1%	3	-6
CC(c1ccccc1)N1CCn2c(nc3cc(NC(=O)NC4CCCCC4)ccc32)C1 (stereo not given)	4%	·	-25%	10	-46*	2%	?	0%	2	2
CC(=O)N(c1ccc(Cl)cc1)c1cn(C(C)=O)c2ccccc12	-4%	5%	-2%	10	1	7%	-3%	8%	19	-13
CCN(CC)c1ccc(NC(=O)COc2ccc(N(C)S(=O)(=O)c3cccs3)cc2)cc1	-5%	-2%	24%	8	-5	3%	-14%	-16%	39[activator]	17
O=C(NCc1ccccc1)c1onc(CS(=O)(=O)c2ccc(Cl)cc2)c1C(=O)NCc1ccccc1	0%	6%	·	-4	·	·	-1%	0%	-20	-4
COc1cc(OC)c(N(C)S(=O)(=O)c2cccc(C(=O)NC3=NCCS3)c2)cc1Cl	1%	5%	0%	0	-1	2%	?	-2%	-26	-9
S=C(NCCc1ccccc1)N1CCN(Cc2ccccc2)CC1	1%	-5%	5%	-6	0	0%	6%	-1%[46.1 µM]	24	1
O=C(CSc1ccc([N+](=O)[O-])cn1)Nc1cc(C(F)(F)F)ccc1N1CCOCC1	2%	5%	12%	-4	·	-8%	?	3%	-15	6
CCOc1ccccc1NC(=S)NC(=O)C1CCCCC1	1%	3%	-4%	-7	-1	-3%	-6%	-5%	-13	-6
Cc1cc(C(=O)N/N=C/C=C/c2ccc3c(c2)OCO3)n[nH]1	1%	4%	5%	-7	3	-4%	?	-3%	1	1
COc1cc(NC(=O)c2ccco2)c(OC)cc1NC(=O)c1cc(OC)c(OC)c(OC)c1	0%	-3%	5%	-7	-2	1%	?	2%	27	-6
Cc1cc(C)c(OCC(=O)OCCNC(=O)c2cccnc2)c(C)c1	-14%	2%	18%	6	1	0%	-19%	-2%[46.1 µM]	0	-7
C=CCN1C(=O)C(CC(=O)Nc2ccc(OC)cc2)N(Cc2ccco2)C1=S (stereo not given)	-1%	-4%	1%	5	-2	4%	-6%	2%	1	-5
CC(C(=O)Nc1cccnc1)n1cc([N+](=O)[O-])cn1 (stereo not given)	-5%	2%	8%	-3	0	-1%	11%	-8%	-19	-5
Cc1ccccc1NC(=O)CSC(=O)c1ccccc1	-11%	15%	·	·	·	·	?	-13%	12	-26
CCn1c(SCC(=O)Nc2cccc(NC(C)=O)c2)nc2c([nH]c3ccccc32)c1=O	-3%	-2%	11%	0	5	2%	-1%	-7%	-9	6
Following part:
SMILES	Tb PFK block	A-T KAP1 phos	MLL CXXC-DNA inh	TSHR antagonist	Coupling enz	GALK inhibitor	Chronic BCR inh	TCR activator	Giardia kill	hERG WT inh
Cc1ccc(-c2[nH]c(=S)[nH]c(=O)c2C#N)cc1	-1%	-3%[11.5 µM]	-1%	-3	5	1%	5%	6%	8	-1
CNC(=O)c1snnc1-c1ccccc1	-1%	-2%	5%	10	3	-1%	9%	-4%	2	-4
COc1ccccc1-c1noc(CCCC(=O)NC2CCCCC2)n1	-1%	-4%	13%	-6	0	-2%	2%	2%	-12	-5
Cc1cccc2cc(CN(CC3CCCO3)C(=O)c3ccncc3)c(=O)[nH]c12 (stereo not given)	-1%	1%	1%	0	5	0%	3%	-5%	3	-2
COc1ccccc1CNC(=O)C(NS(=O)(=O)c1ccc2c(c1)OCCO2)C(C)C (stereo not given)	-1%	5%	3%	6	0	0%	1%	0%[46.1 µM]	-9	-4
CN(C)C(=O)CN1c2cccc3cccc(c23)S1(=O)=O	6%	3%	-7%	1	-5	0%	-1%	0%	9	-4
CC1(C)CCCN(Cc2c(O)ccc3c(=O)c(-c4nc5ccccc5s4)c(N)oc23)C1	1%	27%	4%	-11	0	1%	?	5%	-19	8
CC(C)(C)c1ccc(C(=O)COC(=O)CN2C(=O)NC3(CCCC3)C2=O)cc1	0%	2%	30%[activator]	-9	·	-9%	4%	3%	12	6
C=CCSc1nnc(C)n1-c1ccc(Cl)cc1	-3%	-1%	8%	2	1	-1%	-2%	-8%	-2	3
CCc1noc(C)c1C(=O)Nc1cc(S(=O)(=O)N(CC)CC)ccc1N1CCCC1	-7%	14%	·	6	·	·	-7%	5%	1	-1
CC(C)N=c1cc2n(-c3ccc(Cl)cc3)c3ccccc3nc-2cc1Nc1ccc(Cl)cc1	·	·	-5%[51.4 µM]	·	1	·	·	2%	-20	7
CC(=O)OC(C(=O)NC1CCCCC1)c1ccncc1 (stereo not given)	-3%	·	-13%	8	-1	-3%	-17%	4%[46.1 µM]	9	2
CCOC(=O)CNS(=O)(=O)c1cc(-c2nnc(Nc3ccc4c(c3)OCO4)c3ccccc23)ccc1C	-3%	-8%	4%	-18	-3	0%	?	1%[46.1 µM]	22	1
Cc1cc(C(=O)Nc2nc3c(s2)CCCC3)cs1	-5%	-6%	-7%	-31	-9	0%	?	·	-2	8
CCN(CC)Cc1c(C(=O)N2CCc3ccccc3C2)nc2ccc(Cl)cn12	-8%	7%[11.5 µM]	-8%	12	1	2%	6%	-64%	-9	-6
CCOc1ccc2[nH]c(C)c(CN3CCN(CC)CC3)c(=O)c2c1	5%	6%	4%	19	-2	2%	4%	-8%	1	7
CN1C2=CC=CC=CC2=[N+](C)C12C([N+](=O)[O-])=CC(=[N+]([O-])[O-])C=C2[N+](=O)[O-] (stereo not given)	-1%	32%	-8%	-6	-16	5%	-6%	-14%	-94*	7
Cc1c(C(=O)N2CCN(S(=O)(=O)c3ccccc3)CC2)oc2ccc(Br)cc12	-2%	7%	·	-9	·	·	3%	-3%	-16	-4
c1coc(-c2nc(-c3ccncc3)no2)c1	-11%	-2%	-1%	0	0	3%	4%	3%	33[activator]	19
CCOc1ccccc1NC(=S)N(CCOC)C1CCN(C(C)=O)CC1	1%	-3%	-1%	3	3	0%	-5%	3%	21	6
Nc1n[nH]c(N)c1N=Nc1ccc2c(c1)OCO2	1%	-2%	8%	4	-5	0%	?	10%	15	-5
COc1cc(CNn2c(C)n[nH]c2=S)cc(Cl)c1OCC(=O)NC(C)(C)C	2%	9%	4%	6	1	0%	?	6%	5	-13
CCOc1ccc(NC(=O)CCC(=O)N/N=C(\C)c2cccs2)cc1	-8%	-13%	27%	5	·	-3%	-1%	-18%	18	-3
CC1CCCCN1S(=O)(=O)c1cccc2nonc12 (stereo not given)	-8%	6%	15%	-2	·	-7%	10%	1%	6	2
